# PriA SSB inh = blocks PriA binding to SSB C-terminal tail; AlphaScreen SSBct-PriA binding, biotinylated peptide; AID 1272365; inhibition, % at 33 µM; 430,000 tested, 0.6% active; in the data active = inhibition mostly above about 37%, no sharp cut-off; inactive = mostly below about 20%;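 note: plate controls were negative control peptide for no effect and reference peptide for full effect; strong numbers were not always called active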
# An asterisk follows results filed as active; & = joins results of further samples.
SMILES,PriA SSB inh
O=C(CC1SC(=NN=Cc2cccs2)NC1=O)Nc1ccccc1F (stereo unspecified),-3.6
O=C(NCC(c1ccc(F)cc1)N1CCOCC1)c1cccc(C(F)(F)F)c1 (stereo unspecified),-12.0
O=C(Nc1nc(-c2ccccc2)c(C(=O)c2ccccc2)s1)c1ccco1,-14.0
Cc1ccc(NC(=O)N2CCN(c3cc(-n4ccnc4C)ncn3)CC2)cc1F,-18.0
COCCn1c(SCc2cc(=O)n3ccccc3n2)nc2c(-c3ccccc3)cn(C)c2c1=O,-29.0
COc1ccc(C=NN=C2CC(C)(C)Cc3n[nH]c(=O)cc32)cc1,-6.2
O=C(CN1CCC(c2nc(-c3cccs3)no2)CC1)Nc1cc(F)ccc1F,5.0
COc1ccc(CCC(=O)NC[C@@H](c2ccsc2)N2CCc3ccccc3C2)cc1,-13.0
CC(=NNS(=O)(=O)c1ccc(Cl)c([N+](=O)[O-])c1)c1ccc(C)o1,-18.1
CN=C(NS(=O)(=O)c1ccc(Br)cc1)c1ccc(Cl)cc1,4.0
O=C(COc1ccc(Cl)cc1)NCCCN1CCOC(c2ccccc2)C1 (stereo unspecified),-2.0
COc1ccc(C)cc1Nc1nc(C(=O)N2CCN(c3ccccn3)CC2)cs1,21.0
CCCCOC(=O)C(=O)Nc1ccc(Cl)cc1,-6.0
Cc1nc2cc(NC(=O)c3c[nH]c(=O)n(Cc4ccccc4F)c3=O)ccc2s1,-8.0
O=C(Nc1nnc(-c2ccc(Br)s2)o1)C1CCCN1S(=O)(=O)c1cccs1 (stereo unspecified),-10.0&7.0
O=C1CCC(=O)N1CN1CCN(CN2C(=O)CCC2=O)CC1,-16.0&14.0
Cc1cc(-c2nnc(NC(=O)c3ccnn3C)o2)n(C)n1,-6.0
O=C(Cc1ccccc1Cl)NCC1CCN(c2ccncc2)CC1,1.0
COCCN1CCC(CNC(=O)C(=O)NC(C)C)CC1,-9.0
O=C(Cn1ncccc1=O)N1CC(S(=O)(=O)Cc2ccco2)C1,-21.0
CC(C)c1nnc(C2CCN(C(=O)c3cccc(Cl)c3)CC2)o1,-17.0
O=C(c1ccc(Cl)s1)N1CCC(Oc2ncccc2Br)CC1,-32.0
COC(=O)c1ccsc1NC(=O)CC1SC(N2CCOCC2)=NC1=O (stereo unspecified),-9.0
Cc1c(C(=O)O)nnn1-c1ccc(Br)cc1,-14.0&0.0
Cc1ccc2nc(SCc3ccc(Cl)cc3)[nH]c2c1,-3.0
O=C(Cn1cnc2ccccc21)NCCn1ncc2c(N3CCN(c4ccc(F)cc4)CC3)ncnc21,-15.0&-2.0
COc1ccc(NC(=O)c2ccc(Cl)c(S(=O)(=O)N3CCOCC3)c2)c(OC)c1,-20.0
Cc1ccc2nc(C)c(C(=O)NN=Cc3ccccc3[N+](=O)[O-])cc2c1,-0.4
O=C(Nc1cccc(-c2nc3cccnc3s2)c1)c1cc(Cl)ccc1[N+](=O)[O-],14.0
Cc1noc(C)c1CC(=O)Nc1nc(C(=O)NCc2c(F)cccc2F)co1,-9.0
CC(C)(C)OC(=O)N1CC(Oc2nccs2)C1,2.0
COCCN(Cc1ccoc1)C(=O)c1snnc1C,1.0
O=C(Nc1ccc2c(c1)OCO2)N1CCN(c2ccc(-c3ccc4c(c3)OCO4)nn2)CC1,-18.0&4.0
O=C(Cc1cccs1)Nc1cc(C2CC2)nn1-c1nc2c(c(=O)[nH]1)CCCC2,-11.0
CC(C)(C)C1CCc2c(sc3nc(CCC(=O)N4CCN(c5ccc(F)cc5)CC4)[nH]c(=O)c23)C1 (stereo unspecified),-6.0
COc1ccc2oc(-c3csc(NC(=O)c4ccnn4C)n3)cc2c1,6.0
COC(=O)c1ccc(Cn2cnc3c(nnn3-c3cc(C)cc(C)c3)c2=O)o1,-11.0
O=C(CC(c1ccccc1)c1ccccc1)Nc1c(C(=O)Nc2ccc(F)c(Cl)c2)oc2ccccc12,14.0
O=C(COc1ccc(Cl)cc1Cl)NCCn1ccc(C(F)(F)F)n1,-1.0
Cc1ccc(C)c(C(=O)NCc2ccc([C@H](O)c3ccccc3)s2)c1,1.0
Cn1c(SCC(=O)N2CCCC2)nc2cc(-c3ccccc3)sc2c1=O,-10.0
O=C(C1=COCCO1)N1CCN(c2nc3c(F)cc(F)cc3s2)CC1,-7.0
COc1ccc(OC)c2[nH]c(=O)c(CCNC(=S)Nc3ccccc3F)cc12,-1.0
O=C(NCCC(c1ccccc1)c1ccccc1)C(=O)NCc1cccs1,-2.0
O=C(c1ccco1)N1CCc2oncc2C1,-16.0

# The list goes on; it opens with the six that closed the last part.
SMILES,PriA SSB inh
Cc1ccc(C)c(C(=O)NCc2ccc([C@H](O)c3ccccc3)s2)c1,1.0
Cn1c(SCC(=O)N2CCCC2)nc2cc(-c3ccccc3)sc2c1=O,-10.0
O=C(C1=COCCO1)N1CCN(c2nc3c(F)cc(F)cc3s2)CC1,-7.0
COc1ccc(OC)c2[nH]c(=O)c(CCNC(=S)Nc3ccccc3F)cc12,-1.0
O=C(NCCC(c1ccccc1)c1ccccc1)C(=O)NCc1cccs1,-2.0
O=C(c1ccco1)N1CCc2oncc2C1,-16.0
CN(C)c1ccc(C(=NO)C(F)(F)F)cc1,21.2
CC(C)CN1C(=O)C(C)(C)COc2ccc(NC(=O)Cc3ccc(Cl)cc3)cc21,-7.0
COc1cccc(C2C(=C(O)c3ccccc3)C(=O)C(=O)N2CCCC(=O)O)c1 (stereo unspecified),-0.2
Cc1ccc(NC(=O)c2cc(-c3ccccc3)nc3ccccc23)c(C(=O)c2ccccc2)c1,3.0&16.0
Cc1cc(C(=O)N2CCC(c3nnc(C)s3)CC2)c(C)o1,-5.0
CC(=NNC(=O)c1cccc(N2CCCC2=O)c1)c1ccc(Br)cc1,-11.5
Cc1noc(C2(NC(=O)[C@H]3CC(=O)N(c4cccc(F)c4)C3)CCCCC2)n1,-13.0
COc1ccccc1C(=O)Nc1ccc(I)cc1C,-49.0
O=C(NCCOc1ccc2nnc(-c3cccc(F)c3)n2n1)c1ccccc1Cl,-23.0
CC(=O)Nc1ccc(-c2nc3c(Cl)cccc3[nH]2)cc1,-19.0&-6.0
O=C(Cn1c(=O)cnc2cc(S(=O)(=O)N3CCCCC3)ccc21)NCc1ccco1,1.0
O=C(Cc1ccc(NC(=O)C2CCCC2)cc1)NCc1cccs1,-9.0
CN(C)c1ccc(C(CN)N2CCN(c3ccc(F)cc3)CC2)cc1 (stereo unspecified),46.0
O=C(c1cc(-c2ccco2)[nH]n1)N1CCCC(Cc2nc(-c3cnccn3)no2)C1 (stereo unspecified),11.0
CC1(C)NC(C)(C)c2nonc2C1=NO,-8.4
O=C(NCCn1ccn2nc(-c3ccco3)cc12)Nc1c(F)cccc1F,-18.0
CCCc1nnsc1C(=O)Nc1ccc(-c2csc(Nc3cccnc3)n2)cc1,0.0
COc1ccc(N2CCN(S(=O)(=O)c3cccc(C)c3)CC2)cc1,-4.0
CCCCCn1c(SCC#N)nc2cc(C(=O)N3CCc4ccccc4C3)ccc2c1=O,14.0
CCCCCOC(=O)Cn1c(=O)c2c(nc(Br)n2Cc2ccc(Cl)cc2)n(C)c1=O,-7.0
O=C(NCCn1ccc(-c2ccsc2)n1)c1cccc(OC(F)(F)F)c1,2.0
CC(C)C(=O)Nc1ccc(SCC(=O)N2CCCCCC2)nn1,-9.0
O=C(NCc1ccsc1)C(=O)Nc1ccccc1,4.0
CCn1c(C2CCN(S(=O)(=O)c3ccc(Cl)s3)CC2)nn(CCOC)c1=O,-8.0
CCS(=O)(=O)C1CN(C(=O)c2cccc(SC)c2)C1,-9.0
O=C(CN1C(=O)CCC1=O)Nc1nc(-c2ccc(Cl)cc2Cl)cs1,-5.0
Cn1ccnc1Sc1ccc(C=NNC(=O)c2ccccc2O)cc1[N+](=O)[O-],-6.2
O=C(Nc1nc(-c2ccc(Cl)s2)cs1)c1sc2ccccc2c1Cl,-5.0
O=C(C1CC1)N1CCC(c2cccs2)CC1,-14.0
COc1cccc(C=NNC(=O)C(=O)NCc2ccco2)c1OC,-4.8

# A draw from above in order of molar mass, high to low.
SMILES,PriA SSB inh
CCCCCOC(=O)Cn1c(=O)c2c(nc(Br)n2Cc2ccc(Cl)cc2)n(C)c1=O,-7.0
O=C(Nc1nc(-c2ccccc2)c(C(=O)c2ccccc2)s1)c1ccco1,-14.0
O=C(NCCn1ccn2nc(-c3ccco3)cc12)Nc1c(F)cccc1F,-18.0
COc1ccc(N2CCN(S(=O)(=O)c3cccc(C)c3)CC2)cc1,-4.0
O=C(C1CC1)N1CCC(c2cccs2)CC1,-14.0

# (further entries)
SMILES,PriA SSB inh
CCc1ccc(NC(=O)c2ccccc2C(=O)O)cc1,7.0
Cc1ccc(-c2ccc(S(=O)(=O)Nc3ccc4c(c3)OCCO4)cc2)cc1,-8.0&7.0
Cc1cc(NC(=O)C(=O)NCCc2ccoc2)no1,-14.0
COc1cccc(CSc2nc(CC(=O)Nc3ccc(OC)c(OC)c3)cc(=O)[nH]2)c1,-4.0
O=C(Nc1ccccc1Br)[C@@H]1CCCN1c1nc2ccccc2o1,-9.0
Cc1onc(-c2ccccc2Cl)c1C(=O)NCCN1CCN(c2ccccc2F)CC1,3.0
O=C(Nc1ccc(-c2ccc3nnc(-c4ccccn4)n3n2)cc1)c1ccccc1Cl,82.0*
O=C(CSc1ccc(NC(=O)C2CC2)nn1)OCc1ccccc1,2.0
O=C(Nc1ccc(-c2ccc(N3CCOCC3)nn2)cc1)c1ccc(Cl)cc1Cl,-13.0
Cc1ccc(-n2ncc3c(=O)n(C/C=C/c4ccccc4)cnc32)c(C)c1,-2.0
CNC(=O)CS(=O)(=O)C1CCN(C(=O)c2cccc3ccc(C)nc23)CC1,2.0
Cc1ccc([N+](=O)[O-])cc1NC(=O)c1ccc(=O)n(Cc2cccc(Cl)c2)c1,-1.0
Cn1cnnc1S(=O)(=O)C1CCN(C(=O)Cn2nnc3ccccc32)CC1,4.0
CC(=O)c1ccc(-c2ccc(/C=C(\C#N)c3nc4ccccc4n3C)o2)cc1,-13.0
COc1cccc(C(=O)Nc2nc3c(F)cc(F)cc3s2)c1OC,-11.0
COc1cccc2cc(C(=O)N3CCC(S(=O)(=O)c4nncn4C)CC3)oc12,-20.0
O=C(CCc1csc2nc(-c3ccccc3)cn12)NCC1CCCO1 (stereo unspecified),-8.0
CCOc1cc(N)c([N+](=O)[O-])cc1Cl,15.0
CC(=NO)C1C(=NO)CC2C1C2(C)C (stereo unspecified),6.7
O=C(NN=Cc1cn(-c2ccccc2)nc1-c1cccs1)c1ccccc1F,-6.9
O=C(CSc1ccc(Cl)cc1)Nc1nc(-c2cccs2)cs1,-13.0
O=c1[nH]c(=S)c2c(n1Cc1ccc3c(c1)OCO3)CCC2,-5.0
COc1ccc(N2CCN(CCNC(=O)C34CC5CC(CC(C5)C3)C4)CC2)cc1,3.0
O=C(CSc1cn(Cc2cccc(F)c2)c2ccccc12)Nc1ccc([N+](=O)[O-])cc1,-4.0
O=C(Nc1ccncc1)c1ccc(=O)n(Cc2ccc(F)cc2)n1,-8.0
COc1cc(/C=C(\C#N)c2nc(-c3ccco3)cs2)cc(OC)c1OC,-11.0
CC(=O)N1CCN(c2ccc([N+](=O)[O-])c(N3CCCCC3)c2)CC1,54.4
Cn1c(C(=O)Nc2ccc(F)c(Cl)c2)cc2c(=O)n3ccccc3nc21,2.0
O=C(NN=CC1CCCCC1)c1cc(Cl)ccc1O,-9.9
O=C(Nc1nc2c(cc3c4c(cccc42)CC3)s1)C1CCCCC1,-3.0
CN(C)C=NC(=S)Nc1ccc(F)cc1,-2.5
COc1ccccc1CNC(=O)C(=O)NC1CCCC1,8.0
COc1ccc(NC(=O)CSc2nccn3nc(-c4ccc(F)cc4)cc23)c(OC)c1,-17.0
Cc1cc(C(=O)Nc2nc3c(s2)CN(C(=O)C2(c4ccccc4)CCOCC2)CC3)no1,6.0
O=C(CSc1ccc(NC(=O)c2cccs2)nn1)Nc1cccc(Cl)c1Cl,-9.0
CC(C)N(C(=O)Cn1c(C2CCCO2)nc2ccccc21)c1ccccc1 (stereo unspecified),5.0
O=c1n(CCNS(=O)(=O)c2ccc(Cl)s2)nc(-c2cccnc2)n1C1CC1,-12.0
CON=CCC(=O)Nc1ccc(F)cc1F,1.6
CC(=O)Nc1ccc(NC(=O)CSc2ccc(NC(=O)c3cccc(F)c3)nn2)cc1,-17.0
Cc1ccc2sc(NCc3cccnc3)nc2c1C,19.0
CCCC(CCC)C(=O)NCCn1ncc2c(=O)n(Cc3ccc(Br)cc3)cnc21,8.0
COc1ccc(CCNC(=O)Cc2csc3nc(-c4ccc(C)cc4)cn23)cc1OC,1.0
NC(=NOC(=O)c1ccc(OCC(F)(F)F)nc1)c1ccc(Cl)cc1,0.2
O=C(CCS(=O)(=O)c1ccc(Cl)cc1)Nc1nnc(-c2ccc(F)cc2)o1,0.0
Cc1ccc(Cn2cnc3c(-c4ccccc4)csc3c2=O)c(C)c1,-17.0
CCOC(=O)c1ccc(NC(=O)CSc2nnc(-c3sc(N)nc3C)n2C)cc1,2.0
Cc1cc(NC(=O)c2cccc(C(F)(F)F)c2)n(-c2ncnc3c2cnn3-c2cccc(Cl)c2)n1,-4.0
C=CCn1c(COc2cccc3cccnc23)nnc1SC/C=C/c1ccccc1,-21.0
COc1ccc(C=O)cc1Cn1c(=O)n(CCCCC(=O)NCCC(C)C)c(=O)c2ccccc21,13.0
CSc1ccc(CC(=O)N(Cc2ccncc2)c2nc3c(C)cccc3s2)cc1,8.0
Cc1cccc(S(=O)(=O)NCc2ccsc2)c1,-3.0
COc1cccc2cc(C(=O)NCCc3cc(C)no3)oc12,-9.0
CCN1CCN(c2cc(=O)n(C)c(=O)[nH]2)CC1,-2.0
CN(C)CCNC(=O)/C(=C/c1ccc(-c2ccc(Cl)c(Cl)c2)o1)NC(=O)c1ccccc1,22.0
O=C(NN=Cc1ccccc1Br)C1CC1,-0.6
Cc1cc(NC(=O)c2n[nH]nc2-c2ccc(F)cc2)no1,-13.0
COc1ccc2c(c1)CCC[C@@]2(O)CNC(=O)c1ccc2nsnc2c1,-5.0
COC(C(=O)NN=C(C)c1ccc(O)cc1)c1ccccc1 (stereo unspecified),-6.2
c1ccc(-c2nnc3sc(-c4ccco4)nn23)nc1,24.5
O=C(Cc1csc(NC(=O)C2CC2)n1)NCc1cccs1,8.0

# A portion of the library; rates above refer to the full screens.
